Compound activity (PubChem BioAssay)
HTRA1 inhibitor – HTRA1 serine protease inhibitors, primary screen, biochemical, fluorescence polarization, HTS. Q92743. recombinant HTRA1, FP-rhodamine activity-based probe. inhibition, % at 5.96 µM. 340,000 tested, 0.5% active; in the data active = inhibition above about 36%;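 also: 0% = enzyme with DMSO and 100% = wells lacking enzyme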
ABHD4 inh – ABHD4 inhibitors, primary screen, biochemical, fluorescence polarization, mouse; inhibition, % at 8.92 µM; purified mABHD4, FP-Rh probe fluorescence polarization; 370,000 tested, 0.54% active; (Lyso)-N-acylphosphatidylethanolamine lipase (Mus musculus), Q8VD66; AID 720543, 2013;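 active = inhibition exceeding the mean over every tested compound plus 3 SD, cut at about 30% in these data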;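 also: 0% = plate median of compound wells and 100% = S159A mutant with DMSO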
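system = mouse ABHD4 enzyme, wild type | medium = HEPES pH 7.0, NaCl, Pluronic buffer | also added = FP-Rh probe | incubation = Enzyme–compound pre-incubation 45 min, then probe 60 min, both 25 °C | technique = fluorescence polarization, excitation 525 nm, emission 598 nm, BODIPY TMR filters | controls = S159A mutant high control, sample median low control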
LEDGF integ inh – blockers of LEDGF/p75-dependent integrase strand transfer – biochemical, TR-FRET, high throughput, primary screen | inhibition, % at 3.7 µM | AID 743269, 2014 | 370,000 tested, 0.64% active | TR-FRET IN-LEDGF/p75 DNA integration, Eu/Cy5;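 active = inhibition above the screen-wide mean plus 3 SD, cut at about 13% in these data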;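 also: signal is the Cy5 over europium emission ratio at 671 and 618 nm; 0% = plate median of compound wells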
PG9 Ab binder – binders of HIV-1 gp120 antibody PG9, primary screen, biochemical, TR-FRET; 360,000 tested, 0.43% active; HIV-1 gp120 / PG9 antibody interaction; TR-FRET gp120-PG9 antibody binding; inhibition, % at 6.7 µM; in the data active = inhibition above about 8.5%
TCR-CD3 inh – inhibitors of human TCR-CD3 interaction, primary screen, biochemical, fluorescence, TAMRA-labeled TCR probe; 360,000 tested, 0.37% active; T-cell receptor (TCR); inhibition, % at 9.4 µM; AID 651800, 2012; in the data active = inhibition above about 19%;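 also: recombinant mutant TCR 2C K166C tagged with TAMRA read by polarization; 0% = receptor in buffer alone and 100% = receptor with positive control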
rCAG binder – binders of r(CAG) RNA repeats, primary screen, biochemical, fluorescence | r(CAG) RNA repeat, TO-PRO-1 dye displacement fluorescence | inhibition, % at 3 µM | 370,000 tested, 1.3% active;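 active = inhibition above the plate cutoff, the mean of all test compounds on that plate plus 3 SD, cut at about 35% in these data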;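 also: 0% = DMSO alone and 100% = 100 µM mitoxantrone as full dye displacement; higher means more dye released from RNA so lower well fluorescence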
NR1D1 modulator – modulators of Rev-erb alpha DNA binding, primary screen, biochemical, FITC-DNA, fluorescence polarization, uHTS; 370,000 tested, 0.79% active; AID 1259318, 2017; Nuclear receptor subfamily 1 group D member 1 (Homo sapiens), P20393; Rev-erbα–FITC-DNA binding, 90 min; activity, % at 10 µM;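 active = activity above about 14%, limit read from the data; passing the limit was not always enough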;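 also: 0% = DMSO wells with 35 nM protein and 100% = DMSO wells with 750 nM protein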
Target sequence (P20393 whole entry, looked up): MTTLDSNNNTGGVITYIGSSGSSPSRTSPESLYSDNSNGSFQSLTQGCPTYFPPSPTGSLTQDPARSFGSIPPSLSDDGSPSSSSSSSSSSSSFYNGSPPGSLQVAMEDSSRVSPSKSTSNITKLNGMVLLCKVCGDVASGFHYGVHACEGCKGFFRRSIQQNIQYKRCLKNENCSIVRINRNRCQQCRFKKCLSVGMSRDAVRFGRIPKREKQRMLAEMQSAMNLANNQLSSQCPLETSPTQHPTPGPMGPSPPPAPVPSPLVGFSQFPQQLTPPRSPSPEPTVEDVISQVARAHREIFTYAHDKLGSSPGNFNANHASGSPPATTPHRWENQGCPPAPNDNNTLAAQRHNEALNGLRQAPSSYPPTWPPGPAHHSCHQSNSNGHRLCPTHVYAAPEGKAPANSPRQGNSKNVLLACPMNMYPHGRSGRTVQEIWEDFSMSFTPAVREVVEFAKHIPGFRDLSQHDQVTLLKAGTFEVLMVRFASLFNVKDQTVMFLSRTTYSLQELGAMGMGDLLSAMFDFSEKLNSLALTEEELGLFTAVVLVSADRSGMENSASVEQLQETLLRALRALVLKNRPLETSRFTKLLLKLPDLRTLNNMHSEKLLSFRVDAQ
UHRF1 binding – UHRF1 methylated DNA binding inhibitors, primary screen, counter-screen for MBD2 inhibitor project, biochemical, TR-FRET, human UHRF1, single concentration; AID 687016, 2013; 370,000 tested, 0.75% active; inhibition, % at 4.4 µM; UHRF1 binding to methylated oligo; E3 ubiquitin-protein ligase UHRF1 (Homo sapiens), Q96T88; in the data active = inhibition above about 21%;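 also: UHRF1 SRA domain binding a hemimethylated CpG hairpin DNA probe; 0% = median of test compound wells and 100% = reference inhibitor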
MBD2 inh – inhibitors of MBD2 binding to methylated DNA, primary screen, biochemical, TR-FRET, DNA-binding domain, human; Methyl-CpG-binding domain protein 2 (Homo sapiens), Q9UBB5; MBD2 binding to methylated oligonucleotide; inhibition, % at 4.4 µM; 370,000 tested, 0.31% active; AID 686964, 2013; in the data active = inhibition above about 13%
Target sequence (Q9UBB5 whole entry, looked up, the tested form may be a part): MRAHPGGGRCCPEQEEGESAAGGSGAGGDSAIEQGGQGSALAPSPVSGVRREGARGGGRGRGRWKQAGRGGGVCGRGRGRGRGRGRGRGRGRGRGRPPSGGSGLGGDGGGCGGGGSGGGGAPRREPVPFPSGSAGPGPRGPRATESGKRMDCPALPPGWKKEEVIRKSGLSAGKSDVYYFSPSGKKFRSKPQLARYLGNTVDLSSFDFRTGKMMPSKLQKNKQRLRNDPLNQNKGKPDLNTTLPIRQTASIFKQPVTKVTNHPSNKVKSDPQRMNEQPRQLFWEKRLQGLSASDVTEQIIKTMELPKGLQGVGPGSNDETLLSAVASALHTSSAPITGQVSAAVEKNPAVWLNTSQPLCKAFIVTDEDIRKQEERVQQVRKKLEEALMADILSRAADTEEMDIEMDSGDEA
PRMT1 FP inh – PRMT1 methyltransferase inhibitors, primary screen, biochemical, fluorescence polarization; Protein arginine N-methyltransferase 1 (Homo sapiens), Q99873; recombinant PRMT1, activity-based probe fluorescence polarization; inhibition, % at 2.79 µM; 370,000 tested, 1.3% active;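 active = inhibition above about 21% made by adding two undisclosed values, limit read from the data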
* hit, by the source's call; nt = not tested or not shown. This is a subset. The share of hits here may be higher or lower than overall.

1) COc1ccc(C2CC(c3ccccc3OC(=O)/C=C/c3ccccc3)=NN2C(C)=O)cc1 (stereo not given)
2) CC(NC(=O)c1cc(S(=O)(=O)N2CCOCC2)ccc1N1CCCC1)c1ccc(Cl)c(Cl)c1 (stereo not given)
3) O=C(CSc1nncs1)Nc1ccc(N2CCCCC2)cc1
4) COc1cc(C=NNc2ccccc2[N+](=O)[O-])cc(OC)c1OC
5) CC(C)N1CC2=C(C1=O)C(c1ccc(O)cc1)NC(=O)N2C (stereo not given)
6) CCC1CCCCN1C(=O)Cn1c(C(=O)OC)cc2sc(Cl)cc21 (stereo not given)
7) COc1ccc(CCNC(=O)CC(NS(=O)(=O)c2ccc(NC(C)=O)cc2)C(C)C)cc1OC (stereo not given)
8) O=C(NCC1CC1)c1ccc(-n2ccnc2)c2ccoc12

entry no.	1	2	3	4	5	6	7	8
HTRA1 inhibitor	-13	-8	-2	2	5	1	-2	nt
ABHD4 inh	-4	7	2	8	3	-1	-2	2
LEDGF integ inh	-1	-4	0	1	-1	4	0	10
PG9 Ab binder	-1.5	-1.6	-1.5	0.1	0.4	1.8	0.0	-0.5
TCR-CD3 inh	10	-5	2	3	8	-3	3	-2
rCAG binder	-3	7	1	3	-2	-2	-1	3
NR1D1 modulator	0	-1	-3	1	2	4	3	-7
UHRF1 binding	2	1	5	-4	2	0	-1	25*
MBD2 inh	4	2	0	3	2	-1	1	9
PRMT1 FP inh	3	3	1	0	3	0	-1	6

9) CCOc1ccccc1Nc1ncnc2ccccc12
10) CC(=O)Nc1ccc(NC(=O)C2CCCN2S(=O)(=O)c2cccc3nsnc23)cc1 (stereo not given)
11) CS(=O)(=NS(=O)(=O)c1ccc(Cl)cc1)c1ccccc1 (stereo not given)
12) O=C(O)CNC(=O)C(Cc1ccccc1)NC(=O)OCc1ccccc1 (stereo not given)
13) OCCNCc1cc(Br)ccc1OCc1ccccc1Cl
14) CN1[C@H](Cc2ccccc2)COc2cc(N3CCSCC3)ccc2S1(=O)=O
15) COC(=O)c1ccc(COc2cccc3c2CCN(Cc2ccccc2)C3=O)o1
16) O=C(CSc1nnc(COc2ccc(Cl)cc2)n1Cc1ccco1)Nc1ccc2c(c1)OCO2

entry no.	9	10	11	12	13	14	15	16
HTRA1 inhibitor	0	12	2	5	2	nt	-12	nt
ABHD4 inh	6	3	3	-2	1	1	-1	2
LEDGF integ inh	0	-1	1	-7	-1	6	0	1
PG9 Ab binder	-1.0	-0.4	-2.6	-0.8	-0.2	nt	-1.8	nt
TCR-CD3 inh	-2	6	-1	-5	7	nt	5	nt
rCAG binder	2	-3	-4	-1	7	4	3	4
NR1D1 modulator	-8	-1	1	1	0	12	4	5
UHRF1 binding	-1	0	1	3	-7	1	0	2
MBD2 inh	1	-5	1	-1	1	-3	4	-3
PRMT1 FP inh	0	-3	-3	4	-1	2	1	-3

One compound at a time, as listed above:
Listed for CN1[C@H](Cc2ccccc2)COc2cc(N3CCSCC3)ccc2S1(=O)=O = HTRA1 inhibitor: nt; ABHD4 inh: 1; LEDGF integ inh: 6; PG9 Ab binder: nt; TCR-CD3 inh: nt; rCAG binder: 4; NR1D1 modulator: 12; UHRF1 binding: 1; MBD2 inh: -3; PRMT1 FP inh: 2
Listed for CCOc1ccccc1Nc1ncnc2ccccc12 = HTRA1 inhibitor: 0; ABHD4 inh: 6; LEDGF integ inh: 0; PG9 Ab binder: -1.0; TCR-CD3 inh: -2; rCAG binder: 2; NR1D1 modulator: -8; UHRF1 binding: -1; MBD2 inh: 1; PRMT1 FP inh: 0
Listed for CC(=O)Nc1ccc(NC(=O)C2CCCN2S(=O)(=O)c2cccc3nsnc23)cc1 (stereo not given) = HTRA1 inhibitor: 12; ABHD4 inh: 3; LEDGF integ inh: -1; PG9 Ab binder: -0.4; TCR-CD3 inh: 6; rCAG binder: -3; NR1D1 modulator: -1; UHRF1 binding: 0; MBD2 inh: -5; PRMT1 FP inh: -3

Further records follow.
17) Nc1nonc1-n1nnc(C(=O)N/N=C/c2ccccn2)c1CNc1ccccc1
18) O=[N+]([O-])c1cccc(S(=O)(=O)N2CCCC2)c1
19) Cc1cccnc1NC(=O)Nc1cccc(Cl)c1
20) COc1cccc(CNc2ccc(N3CCCCC3)cc2)c1OC
21) CC(=O)N1CCc2cc(S(=O)(=O)CCC(=O)Nc3c(C)n(C)n(-c4ccccc4)c3=O)ccc21
22) C[C@H](CO)N1C[C@H](C)[C@@H](CN(C)Cc2ccccc2)Oc2c(NS(=O)(=O)c3ccccc3)cccc2C1=O
23) CCOC(=O)Cc1csc(NC(=O)c2sc3nc4cc(C)ccc4cc3c2N)n1
24) COc1ccc2c(CCNC(N)=S)c[nH]c2c1

entry no.	17	18	19	20	21	22	23	24
HTRA1 inhibitor	18	4	4	59*	0	1	-6	10
ABHD4 inh	21	1	-1	25	0	2	28	7
LEDGF integ inh	1	1	1	7	3	1	6	-2
PG9 Ab binder	-1.7	-0.1	-1.8	-4.2	-0.5	-2.3	3.8	-2.0
TCR-CD3 inh	7	2	0	-5	6	8	-7	-4
rCAG binder	7	-4	1	6	-1	-7	16	1
NR1D1 modulator	3	2	-2	1	2	-4	-3	-3
UHRF1 binding	0	-2	1	-5	1	-1	-3	-1
MBD2 inh	-1	2	-4	1	-1	1	-5	-3
PRMT1 FP inh	0	0	2	2	1	-1	5	0

25) CCC(C)NC(=O)C1c2ccccc2C(=O)N1Cc1ccc(F)cc1 (stereo not given)
26) CCn1c(N2CCN(C(c3ccccc3)c3ccccc3)CC2)nc2c1c(=O)[nH]c(=O)n2C
27) Cc1cccc(Cc2cnc(NC(=O)c3ccc(C)o3)s2)c1
28) COC(=O)C(CCSC)NC(=O)c1cn(-c2ccc(OC)cc2)c(=O)c2ccccc12 (stereo not given)
29) CCCCn1c(SCC(=O)OCC)nc2c(sc(=S)n2-c2ccccc2OC)c1=O
30) CC(C)CC(COCc1ccc(Cl)cc1)N1CCN(C(=O)c2ccc(C(F)(F)F)cc2)CCC1=O (stereo not given)
31) COc1ccc2c(C(=O)CN(C)C3CCCCC3)c[nH]c2c1
32) O=S(=O)(Nc1ccc(-c2ccc(NS(=O)(=O)c3ccccc3)cc2)cc1)c1ccccc1

entry no.	25	26	27	28	29	30	31	32
HTRA1 inhibitor	-2	5	-32	-4	-14	-26	3	-77
ABHD4 inh	5	2	6	2	-10	-8	4	-84
LEDGF integ inh	1	0	0	2	-1	0	2	2
PG9 Ab binder	0.1	2.6	-0.2	-3.3	0.0	-2.9	2.1	1.0
TCR-CD3 inh	6	-8	2	0	2	0	-4	0
rCAG binder	2	-2	-1	-4	-2	-7	7	18
NR1D1 modulator	-1	-7	4	-1	5	1	4	4
UHRF1 binding	1	-2	-1	0	-1	10	-2	-1
MBD2 inh	4	-7	-1	-4	0	4	-1	4
PRMT1 FP inh	0	-1	-4	-2	2	3	0	3

33) CCNc1nc(NCC)n2c(SCC(=O)Nc3ccccc3)nnc2n1
34) OCCN1CCN(CC(O)C(F)(F)F)CC1 (stereo not given)
35) COc1ccc(OC)c(NC(=O)CCNS(=O)(=O)c2ccc3[nH]c(=O)oc3c2)c1
36) Cc1ccc2cc(CCNC(=O)c3ccc4c(c3)OCO4)c(=O)[nH]c2c1C
37) CCCNC(=O)c1ccc(N2CCC3(CC2)CC(c2ccccc2)=NO3)c(NC(=O)c2ccco2)c1
38) COc1ccccc1OCCNC(=O)c1cccc(S(=O)(=O)N2CC(C)OC(C)C2)c1 (stereo not given)
39) Oc1cc(O)cc(/C=C/c2ccc(O)c(O)c2)c1
40) Cc1cccc(CS(=O)(=O)c2cn(CC(=O)N3CCOCC3)c3ccccc23)c1

entry no.	33	34	35	36	37	38	39	40
HTRA1 inhibitor	-3	-4	0	-10	-28	-2	38*	6
ABHD4 inh	-2	2	10	-2	-38	-5	32*	2
LEDGF integ inh	1	-6	-4	-5	-2	0	2	3
PG9 Ab binder	0.3	-0.1	-0.2	1.5	-0.7	-1.3	-4.7	-0.1
TCR-CD3 inh	6	-1	6	-5	-6	1	14	1
rCAG binder	-3	0	5	2	11	-4	6	-2
NR1D1 modulator	-2	-3	0	-6	5	-1	-2	-2
UHRF1 binding	-1	1	-1	1	5	6	-2	2
MBD2 inh	3	-4	-1	1	4	2	0	-5
PRMT1 FP inh	-1	-1	0	2	5	0	15	-2

Continued (two carried over from the part before).
39) Oc1cc(O)cc(/C=C/c2ccc(O)c(O)c2)c1
40) Cc1cccc(CS(=O)(=O)c2cn(CC(=O)N3CCOCC3)c3ccccc23)c1
41) COc1ccc(OC)c(C2=NOC(C(=O)N3CCN(c4ccccc4)CC3)C2)c1 (stereo not given)
42) NCCCNC(=S)NCCCN(Cc1ccc(Cl)cc1)c1ccc(Br)cn1
43) COc1ccc(-c2cn(CCO)nc2-c2ccc(OC)cc2)cc1
44) O=S(=O)(c1cccc(C(F)(F)F)c1)N1CCC(c2cc(-c3cccc4ccccc34)n[nH]2)CC1

entry no.	39	40	41	42	43	44
HTRA1 inhibitor	38*	6	-9	nt	6	-39
ABHD4 inh	32*	2	-1	18	-1	-11
LEDGF integ inh	2	3	-1	1	3	2
PG9 Ab binder	-4.7	-0.1	-1.8	0.2	-1.3	-0.7
TCR-CD3 inh	14	1	-10	-5	0	6
rCAG binder	6	-2	1	13	-4	2
NR1D1 modulator	-2	-2	6	10	-1	1
UHRF1 binding	-2	2	2	-4	1	0
MBD2 inh	0	-5	0	6	1	1
PRMT1 FP inh	15	-2	-5	-7	0	0
